FLuc counter = counter-screen for miR-21 project: firefly luciferase inhibitors or activators; Potency, µM (highest dose often 57.5 µM), for the others: at the highest dose activity change, negative = inhibition, actives largely listed as inhibitors; hit rate 6.9% among 360,000; P08659; AID 588342; purified FLuc, Km substrates, luminescence inhibition;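 further: potency means the concentration at half of the fitted maximal effect; plate controls were vehicle for no effect and reference inhibitor for full effect; nearly all actives have a fitted effect of over 55% in size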
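Biochemical qHTS of compounds, final roughly 60 µM downward over six points, against 10 nM purified firefly luciferase using Km concentrations of substrates (10 uM D-luciferin, 10 uM ATP) in Tris acetate pH 7.5 buffer; luminescence output.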
NPC1 prom act = activators of NPC1 promoter | AID 485313 | Potency, µM (top dose mostly 9.22 µM), for the others: at the top dose activation, actives largely listed as activators | hit rate 2.4% among 320,000 | Huh7 NPC1 promoter luciferase reporter, 24 h;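 further: potency means the concentration at half of the fitted maximal effect; % of control where 0% means no effect; nearly all actives have a fitted effect of over 60% in size; reporter is driven by a mutant NPC1 promoter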
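Huh7 reporter cells (NPC1 promoter driving luciferase) are dosed with compound for 24 h at 37 °C, 5% CO2; luciferase detection reagent is then added and luminescence measured after 10 min at ambient temperature.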
Gal4-VP16 FLuc = counter-screen for ROR gamma inhibitors: Gal4-VP16 reporter | Drosophila S2 Gal4-VP16 UAS-luciferase, luminescence, 20 h | hit rate 3.5% among 310,000 | Potency, µM (titrated, usually from 53.6 µM), for the others: top-dose activity, negative = inhibition, usual class: inhibitors;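 further: Gal4-VP16 expression switched on by copper sulfate through the metallothionein promoter; potency means the concentration at half of the fitted maximal effect; on the % scale 0 is the no-effect control and ±100 the full control effect; nearly all actives have a fitted effect of over 50% in size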
PKM2 act = increases activity of human pyruvate kinase M2 | AID 1631 | Potency, µM (titrated, usually from 57.5 µM), without a hit: at the highest dose activation, actives largely listed as activators | purified PKM2, Kinase-Glo ATP luminescence, activation; response scale: 0% is enzyme alone, no compound | hit rate 0.34% among 260,000 | P14618; further: potency means the concentration at half of the fitted maximal effect; on the % scale 0 is the no-effect control and ±100 the full control effect; nearly all actives have a fitted effect of over 55% in size
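hPK-M2, >95% pure; 0.1 mM ADP / 0.5 mM PEP final; imidazole pH7.2 buffer w/ 7 mM MgCl2, 50 mM KCl; 1 h RT; Kinase-Glo lum. Intermediate enzyme activity for dual inhibitor/activator qHTS.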
MBNL1-CUG inh = inhibitors of human MBNL1 binding to CUG repeat RNA. TR-FRET MBNL1-His/biotin-(CUG)12 binding, 665/545 ratio. hit rate 0.036% among 280,000. AID 2675. Potency, µM (top dose mostly 57.5 µM), inactives show top-dose activity change, negative = inhibition, actives largely listed as inhibitors. Q9NR56; active means well fitted inhibition curve with a large enough effect in the signal ratio, with a control signal flat, not every such curve was filed as active; inconclusive means small, poorly fitted or top-dose-only effect, or effect the other way, or a change in a side signal; inactive means no such curve, though single readings can be large or run the other way; the % refers to the signal ratio; further: potency means the concentration at half of the fitted maximal effect; on the % scale 0 is the no-effect control and ±100 the full control effect
Target sequence (Q9NR56 whole entry, looked up): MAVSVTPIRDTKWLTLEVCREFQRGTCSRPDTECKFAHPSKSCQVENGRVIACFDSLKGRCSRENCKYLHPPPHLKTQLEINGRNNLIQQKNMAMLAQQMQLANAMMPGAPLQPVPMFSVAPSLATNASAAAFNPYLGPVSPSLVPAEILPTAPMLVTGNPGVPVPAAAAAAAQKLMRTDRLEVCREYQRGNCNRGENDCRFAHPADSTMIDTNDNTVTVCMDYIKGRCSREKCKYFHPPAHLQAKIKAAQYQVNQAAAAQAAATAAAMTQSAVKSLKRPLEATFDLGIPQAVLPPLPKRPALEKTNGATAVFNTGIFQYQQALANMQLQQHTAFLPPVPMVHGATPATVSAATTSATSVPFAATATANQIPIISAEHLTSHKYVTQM
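TR-FRET between His-tagged MBNL1 and biotin-(CUG)12 RNA, detected with Tb anti-His antibody (0.055 ng/ul) and streptavidin-XL665 (5 nM), 60 min at room temperature. Compounds titrated 92 nM to 58 uM; 665/545 nm ratio normalized to buffer and complex controls.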
Menin MLL FP TR = inhibitors of human menin-MLL interaction, mutant MLL peptide | Potency, µM (titrated, usually from 61.6 µM), without a hit: top-dose FP activity change, negative = inhibition, most hits filed as inhibitors | Menin + Texas Red MLL mutant peptide, fluorescence polarization | AID 1768 | hit rate 0.23% among 270,000; active means well fitted inhibition curve with a large enough effect in the polarisation, with a control signal flat, not every such curve was filed as active; inconclusive means small, poorly fitted or top-dose-only effect, or effect the other way, or a change in a side signal; inactive means no such curve, though single readings can be large or run the other way; the % refers to the polarisation; further: potency means the concentration at half of the fitted maximal effect; % of control where 0% means no effect; many of its hits are not listed in these tables
Mito fusion act = blocks mitochondrial division or promotes mitochondrial fusion; S. cerevisiae fusion-defective mutant growth rescue, CellTiterGlo 48 h; Potency, µM (top dose mostly 46.1 µM), for the others: at the highest dose growth rescue (activation), hits mostly activators; hit rate 0.23% among 320,000;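 further: potency means the concentration at half of the fitted maximal effect; % of control where 0% means no effect; nearly all actives have a fitted effect of over 45% in size; temperature-sensitive fusion mutants such as fzo1-1 at 37 °C on non-fermentable ethanol glycerol medium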
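Luminescent cell viability in 1536-well qHTS format served as the measure of rescued growth in ts fusion-mutant S. cerevisiae cultured on non-fermentable YPEG for 48 hours at 37C.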
ELG1 repair inh = inhibitors of ELG1-dependent DNA repair in HEK293T cells; HEK293T ELG1-luciferase reporter, luminescence, 16 h; DNA damage induced by 5-fluorouridine; Potency, µM (highest dose often 46.1 µM), for inactives: at the highest dose activity change, negative = inhibition, actives largely listed as inhibitors; hit rate 2.3% among 330,000; further: potency means the concentration at half of the fitted maximal effect; on the % scale 0 is the no-effect control and ±100 the full control effect; nearly all actives have a fitted effect of over 55% in size
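DMSO vehicle served as the neutral condition. Each well held 2,000 cells given 5-fluorouridine plus compound; after 16 hr at 37 °C/5% CO2, ONE-Glo was added and luciferase measured 30 min later.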
KCNH2 3.1 block = KCNH2 3.1 (human) potassium channel inhibition. U2OS KCNH2 3.1, thallium flux FluxOr; active compounds read low. activity change, % (tested at about 1.8 µM). hit rate 0.95% among 340,000. AID 720553;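 active means maximum activity change below -70%; inconclusive means maximum activity change from -70% to -50%; inactive means maximum activity change above -50%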;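 further: thallium influx rate constant from kinetic fluorescence after stimulation buffer; on the % scale 0 is the no-effect control and ±100 the full control effect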
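FluxOr-based Tl+ influx in U2OS cells transduced with KCNH2 3.1 virus; rate constants normalized to DMSO controls.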
Rab9 promoter act = Rab9 promoter activation; Huh7 Rab9 promoter-luciferase reporter, luminescence, 24 h; Potency, µM (top dose mostly 9.22 µM), without a hit: at the highest dose activation, negative = inhibition, hits mostly activators; hit rate 2.8% among 320,000; AID 485297; further: potency means the concentration at half of the fitted maximal effect; % of control where 0% means no effect; nearly all actives have a fitted effect of over 60% in size
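Promoter activation is measured as luciferase luminescence in Huh7 cells stably transfected with a Rab9 promoter–luciferase construct, following 24 h compound exposure at 37 °C and 10 min reagent incubation at ambient temperature.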
RORgamma inh = blocks mouse ROR gamma transcriptional activity; P51450; Drosophila S2 Gal4-RORgamma UAS-luciferase reporter, 20 h; Potency, µM (titrated, usually from 53.6 µM), for the others: at the highest dose activity change, negative = inhibition, hits mostly inhibitors; hit rate 5.4% among 310,000; AID 2551; further: potency means the concentration at half of the fitted maximal effect; on the % scale 0 is the no-effect control and ±100 the full control effect; nearly all actives have a fitted effect of over 60% in size
Target sequence (P51450 whole entry, looked up, the tested form may be a part): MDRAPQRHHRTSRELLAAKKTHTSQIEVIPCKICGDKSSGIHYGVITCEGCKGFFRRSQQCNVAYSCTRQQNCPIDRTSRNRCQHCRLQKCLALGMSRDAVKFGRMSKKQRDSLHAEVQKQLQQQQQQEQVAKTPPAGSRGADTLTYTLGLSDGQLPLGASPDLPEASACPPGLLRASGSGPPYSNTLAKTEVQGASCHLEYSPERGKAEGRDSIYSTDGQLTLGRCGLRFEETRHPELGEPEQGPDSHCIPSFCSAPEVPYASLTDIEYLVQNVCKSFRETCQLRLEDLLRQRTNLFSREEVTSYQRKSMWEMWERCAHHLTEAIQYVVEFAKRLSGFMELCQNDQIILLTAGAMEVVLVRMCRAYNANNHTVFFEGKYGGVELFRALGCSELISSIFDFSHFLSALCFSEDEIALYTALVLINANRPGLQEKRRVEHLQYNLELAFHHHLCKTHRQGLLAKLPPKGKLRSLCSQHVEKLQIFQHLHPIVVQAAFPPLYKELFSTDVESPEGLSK
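Luciferase reporter read in Schneider cells carrying Gal4-RORγ (mouse) and UAS-Photinus luciferase; cells given compound 1 h before 700 uM copper sulfate induction, then incubated 20 h at ambient temperature.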
Active calls of the source: *; u = inconclusive; x = no result given; [ ] = another dose, or the depositor's remark. Unless noted, the call rests on the fitted dose curve; in most records, active means well fitted curve in the direction sought with a large enough effect; inconclusive means small, poorly fitted or top-dose-only effect, or another doubt; inactive means no such curve, though single readings can be large; an effect the other way counts as inactive or inconclusive.

SMILES	FLuc counter	NPC1 prom act	Gal4-VP16 FLuc	PKM2 act	MBNL1-CUG inh	Menin MLL FP TR	Mito fusion act	ELG1 repair inh	KCNH2 3.1 block	Rab9 promoter act	RORgamma inh
Cc1ccnc(NS(=O)(=O)c2ccc(NC(=O)Cc3ccccc3)cc2)n1	2%	2%	-1%	12%	x	4%	1%	-5%	8	0%	24%
O=C(Nc1ccc(Cl)cc1)OCc1cn(-c2ccc(Cl)cc2)nn1	u	0%	14%	2%	-9%	3%	-5%	u	-4	9%	30%
CC(C)CC(=O)Nc1ccc(C(=O)CN2CCC(C)CC2)cc1	-2%	-5%	-10%	2%	-2%	6%	-9%	15%	-20	1%	0%
Fc1cccc(Cl)c1CSc1nnc2ccccn12	x	28%	9%	x	-4%	-14%	-4%	u	5	u	-30%
Cc1ccc(C(=O)Oc2coc(CSc3nnc(NC(=O)c4cccs4)s3)cc2=O)cc1	-5%	3%	-6%	2%	x	u	7%	1%	15	-6%	4%
O=S(=O)(c1ccccc1)c1nc(-c2ccco2)oc1NCc1ccccc1	2%	2%	1%	1%	11%	-19%	12%	u	3	2%	0%
CN(C)c1ccc(CNc2ccc3c(c2)ncn3C)cc1	u	-1%	-4%	-5%	0%	-12%	-7%	u	-1	-6%	0%
COc1ccccc1/C=N/n1cnnc1	4%	10%	-19%	2%	u	u	-1%	-16%	18	-2%	-4%
O=C(COC(=O)c1ccc(CO)cc1)Nc1ccc2ccccc2c1	-14%	4%	x	x	x	x	-1%	16%	-3	12%	x
COc1ccc(S(=O)(=O)N(Cc2cc3cc(C)ccc3[nH]c2=O)CC2CCCO2)cc1 (stereo not given)	-1%	-1%	3%	1%	1%	2%	0%	-19%	-5	-4%	1%
CCOc1ccc(NC(=O)CSc2nc(N3CCOCC3)nc(N3CCOCC3)n2)cc1	0%	0%	-5%	10%	-10%	x	1%	-3%	-8	1%	-6%
O=S(=O)(c1ccccc1)N(Cc1nc(-c2ccccc2)no1)C1CCCCC1	3%	0%	-11%	-2%	1%	-1%	8%	-19%	-23	-6%	9%
COc1ccc(NS(=O)(=O)c2cccc(C(=O)N3CCCCCCC3)c2)cc1	1%	4%	x	x	x	x	5%	-4%	-5	-5%	x
Cc1ccc(Cn2nnc3c(=O)[nH]c(C(=O)NCc4ccco4)nc32)cc1	4%	-4%	-6%	0%	5%	11%	1%	u	1	-6%	26%
COc1ccc(OC)c(Nc2nc(NCc3ccco3)c3ccccc3n2)c1	1%	-3%	u	-3%	-1%	u	-11%	u	1	-6%	4%[1.91 µM]
Cc1ccccc1Oc1cccc(C(=O)/C(C#N)=C/N(C)C)c1	u	2%	-4%	4%	-5%	-3%	10%	u	4	2%	141%
CN(CC(=O)NCCc1ccc(F)cc1)Cc1ccc(Br)cc1	1%	1%	0%	x	3%	-17%	11%	-1%	0	0%	9%
O=c1oc2ccccc2c2c1SC(C(F)(F)F)C2 (stereo not given)	-1%	-3%	7%	3%	68%[activator]	-15%	7%	-3%	-18	-1%	-22%
CC(C)(C)N1C(=O)[C@H]2[C@@H](c3ccc(Br)cc3)N3C(=O)N(c4ccccc4)C(=O)[C@@]3(Cc3ccccc3)[C@H]2C1=O	-2%	-3%	x	x	x	x	7%	19%	2	0%	x
CCOC(=O)[C@H]1[C@H]2COc3cc(OC)ccc3[C@@H]2N2C(=O)CN(Cc3ccco3)C(=O)[C@@]12C	0%	-2%	x	x	x	x	-3%	20%	x	-6%	x
CCOc1ccc(NC(=S)N2CCN(CCN3C(=O)c4cccc5cccc(c45)C3=O)CC2)cc1	-1%	4%	-4%	1%	u	-8%	0%	-16%	-3	-1%	-32%
Cc1ccc(S(=O)(=O)NCCC(=O)N2CCN(C/C=C/c3ccccc3)CC2)cc1	10%	-1%	x	x	x	x	3%	-13%	u	-2%	x
COc1ccc2oc(CS(=O)c3ccccc3)c(C(=O)O)c2c1 (stereo not given)	u	-2%	4%	-7%	-8%	-13%	-2%	u	1	22%	-1%
O=C(O)c1ccc(C(=O)O)c(C(=O)c2ccc(NC(=O)c3ccccc3)cc2)c1	19µM*	-5%	-20%	x	-6%	10%	-3%	9%	2	-1%	-12%
CCN(CC)CCNc1ncnc2c1[nH]c1ccc(OC)cc12	8%	0%	-1%	0%	-1%	-22%	-1%	-5%	x	-10%	23%
Cc1ccc(S(=O)(=O)C(C#N)c2nc3ccccc3nc2N2CCN(C)CC2)cc1 (stereo not given)	2%	-3%	1%	1%	18%	-9%	-1%	-5%	4	-6%	-12%
CC(C)(C)C1=CC(=Nc2ccccc2N)C=C(C(C)(C)C)C1=O	0%	-1%	5%	3%	x	-2%	-5%	3%	-9	-8%	-11%
Cc1ccc2nsnc2c1S(=O)(=O)N(Cc1ccco1)Cc1cc2ccc(C)c(C)c2[nH]c1=O	5%	-9%	-1%	-3%	9%	-1%	2%	17%	3	-9%	16%
c1ccc(CSCc2ccccc2)cc1	-1%	-3%	-4%	x	x	x	2%	u	12	1%	-13%
COc1ccc(S(=O)(=O)N2CCOCC2)cc1NC(=O)/C=C/c1ccccc1	3%	-8%	x	x	x	x	8%	-21%	-14	-6%	x
O=C(O)c1ccc2c(=O)n(-c3ccccc3)c(=S)[nH]c2c1	6%	2%	-4%	-1%	4%	x	-1%	11%	1	1%	9%
CCN(CC(=O)Nc1ccc(OC)cc1)C(=O)c1ccc([N+](=O)[O-])cc1	-2%	-1%	-13%	2%	u	7%	4%	20%	4	0%	11%
CC(=O)Nc1cccc(OC(=O)N2CCOCC2)c1	-7%[2.3 µM]	1%	-19%	-21%	-5%	u	-4%	14%	-6	u	-15%
CC(=O)CC(C)(C)Nc1nc2ccc([N+](=O)[O-])cc2o1	-6%	3%	12%	2%	u	x	-2%	14%	3	13%	u
COc1ccc(C2CC(c3ccccc3)=NN2S(=O)(=O)c2ccc(C)cc2)c(OC)c1 (stereo not given)	-14%	0%	-9%	-20%	u	4%	14%	18%	-10	-2%	-14%
Cc1ccc(S(=O)(=O)N(C)CC(=O)N2CCC(C(N)=O)CC2)cc1	-3%	0%	21%	-2%	-3%	1%	2%	6%	0	-1%	-29%
CCCCSc1nnc(CCNC(=O)OC(C)(C)C)o1	6%	1%	-15%	-1%	0%	x	4%	12%	12	9%	13%

Some of the compounds tested; the hit share may differ from the screen's.
